From PubChem
uPA generation = qHTS for Inhibitors of Cell Surface uPA Generation | cell surface uPA generation assay, qHTS | AID 540303, 2011 | Potency, µM (highest dose often 38.3 µM), without a hit: top-dose activity change, negative = inhibition, usual class: inhibitors | actives 0.31% (n = 330,000); active = well fitted inhibition curve with a large enough effect; inconclusive = small, poorly fitted or top-dose-only effect; inactive = no such curve, though single readings can be large or run the other way; tested in mouse RAW 264.7 cells; note: potency is the fitted concentration of half-maximal effect; % is set by controls: 0 for no effect and ±100 for the full control effect; nearly all actives have a fitted effect of over 55% in size
Mito fusion yeast = qHTS Assay for Small Molecule Inhibitors of Mitochondrial Division or Activators of Mitochondrial Fusion; S. cerevisiae fusion-defective mutant growth rescue, CellTiterGlo 48 h; Potency, µM (titrated, usually from 46.1 µM), without a hit: top-dose growth rescue (activation), usual class: activators; actives 0.23% (n = 320,000);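 note: potency is the fitted concentration of half-maximal effect; % of control where 0% means no effect; nearly all actives have a fitted effect of over 45% in size; temperature-sensitive fusion mutants such as fzo1-1 at 37 °C on non-fermentable ethanol glycerol medium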
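Luminescent cell viability in 1536-well qHTS format served as the measure of rescued growth in ts fusion-mutant S. cerevisiae cultured on non-fermentable YPEG for 48 hours at 37C.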
TSHR antag = Antagonists of the Thyroid Stimulating Hormone Receptor: HTS campaign; actives 0.2% (n = 330,000); Thyrotropin receptor (Homo sapiens), P16473; TSHR-expressing cells, TSH-stimulated cAMP HTRF, 2 h; hits give low values; activity change, negative = inhibition, % at 11.5 µM;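 active = activity change below a set negative limit, meaning inhibition stronger than a set level, cut at about -70% in these data; inconclusive = activity change between two set negative limits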; note: % is set by controls: 0 for no effect and ±100 for the full control effect
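Inhibition of cAMP made by TSHR-expressing cells under TSH stimulation (4nM final, EC80; 2 h, 37 deg C) is quantified with a one-step lysis HTRF kit, anti-cAMP cryptate versus cAMP-d2.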
B2AR arrestin = qHTS assay of beta-arrestin-biased ligands of beta2-adrenergic receptor; beta-arrestin recruitment to beta2AR, cell-based reporter; Potency, µM (top dose mostly 46.1 µM), without a hit: at the highest dose activation, hits mostly activators; actives 0.02% (n = 330,000); Beta-2 adrenergic receptor (Homo sapiens), P07550;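 note: potency is the fitted concentration of half-maximal effect; 0% = DMSO controls and full agonism = EC100 isoproterenol or metaproterenol; nearly all actives have a fitted effect of over 65% in size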
TSG101-PTAP inh = qHTS Assay for Iinhibitors of HIV-1 Budding by Blocking the Interaction of PTAP/TSG101. Fluorescence polarization, FITC-PTAP peptide / Tsg101 binding. 340,000 tested, under 10 active. Potency, µM (highest dose often 115 µM), for inactives: at the highest dose activity change, negative = inhibition, usual class: inhibitors. Tumor susceptibility gene 101 protein (Homo sapiens), Q99816. AID 493005, 2010; active = well fitted inhibition curve with a large enough effect in the main read-out, with a control signal flat, not every such curve was filed as active; inconclusive = small, poorly fitted or top-dose-only effect, or effect the other way, or a change in a side signal; inactive = no such curve, though single readings can be large or run the other way; note: potency is the fitted concentration of half-maximal effect; % of control where 0% means no effect
Target sequence (Q99816 whole entry, looked up): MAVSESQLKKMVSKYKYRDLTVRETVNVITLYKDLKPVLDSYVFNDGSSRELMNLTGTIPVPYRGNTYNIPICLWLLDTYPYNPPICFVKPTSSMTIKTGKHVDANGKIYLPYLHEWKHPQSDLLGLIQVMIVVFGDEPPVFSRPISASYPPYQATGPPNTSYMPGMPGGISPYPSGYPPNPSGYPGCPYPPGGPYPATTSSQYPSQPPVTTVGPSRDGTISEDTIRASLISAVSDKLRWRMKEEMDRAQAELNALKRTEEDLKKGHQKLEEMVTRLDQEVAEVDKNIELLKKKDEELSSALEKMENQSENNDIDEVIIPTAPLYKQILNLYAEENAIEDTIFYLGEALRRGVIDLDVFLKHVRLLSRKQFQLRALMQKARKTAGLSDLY
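Fluorescence anisotropy tracks displacement of a FITC-tagged PTAP peptide (50 nM) from the Tsg101 binding domain (10 uM), following a 20 min room-temperature incubation at pH 7.5.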
Chronic BCR inh = qHTS Assay to Find Inhibitors of Chronic Active B-Cell Receptor Signaling; ABC-DLBCL IkBa-CBG/CBR reporter, luminescence ratio, 4 h; Potency, µM (titrated, usually from 46.1 µM), for inactives: top-dose ratio change, negative = lower green/red ratio, hits mostly inhibitors; actives 0.05% (n = 340,000); AID 493014, 2011; active = well fitted inhibition curve with a large enough effect in the signal ratio, with a control signal flat, not every such curve was filed as active; inconclusive = small, poorly fitted or top-dose-only effect, or effect the other way, or a change in a side signal; the % refers to the signal ratio;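 note: potency is the fitted concentration of half-maximal effect; plate controls were basal doxycycline-induced cells for no effect and cells given 10 µM MG132 for full effect; MG132 reads +100%, hits lower the ratio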
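Cell line TMD8 (human ABC DLBCL), stably expressing tet-inducible CBG68-IkBa fusion and CBR; IMDM/0.5% FBS; cpd up to 46 uM; dox induction, 4 h, 37C/5% CO2; dual luminescence; green/red ratio; MG132 control.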
Eya2 phos inh = qHTS Assay for Inhibitors of the Phosphatase Activity of Eya2; recombinant Eya2, OMFP fluorescence dephosphorylation (OMFP is methylfluorescein phosphate); Potency, µM (top dose mostly 76.9 µM), inactives show at the top dose activity, negative = inhibition, hits mostly inhibitors; actives 0.006% (n = 330,000); note: potency is the fitted concentration of half-maximal effect; % is set by controls: 0 for no effect and ±100 for the full control effect
Target sequence (O00167 whole entry, looked up): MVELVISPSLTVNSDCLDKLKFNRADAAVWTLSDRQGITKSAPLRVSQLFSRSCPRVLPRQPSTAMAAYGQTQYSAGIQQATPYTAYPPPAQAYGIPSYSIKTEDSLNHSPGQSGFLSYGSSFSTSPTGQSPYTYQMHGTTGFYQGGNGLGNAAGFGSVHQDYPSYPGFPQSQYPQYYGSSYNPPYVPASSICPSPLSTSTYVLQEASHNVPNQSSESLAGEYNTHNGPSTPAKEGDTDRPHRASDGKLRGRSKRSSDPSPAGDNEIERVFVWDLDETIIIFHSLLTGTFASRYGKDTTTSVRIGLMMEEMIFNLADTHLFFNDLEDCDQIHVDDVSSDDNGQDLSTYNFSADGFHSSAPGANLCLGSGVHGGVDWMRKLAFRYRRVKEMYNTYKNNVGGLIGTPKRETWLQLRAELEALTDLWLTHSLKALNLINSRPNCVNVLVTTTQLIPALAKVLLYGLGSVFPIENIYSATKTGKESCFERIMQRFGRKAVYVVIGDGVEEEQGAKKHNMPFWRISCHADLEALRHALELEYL
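Eya2 (0.2 uM) preincubated 10 min at ambient with compound, then OMFP substrate added at 50 uM; 10 min reaction in 50 mM HEPES pH 7.5, 50 mM NaCl, 5 uM MgCl2, 0.05% BSA, 1 mM DTT. Fluorescence read at Ex 485/Em 525 nm.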
ELG1 DNA repair = qHTS screen for small molecules that inhibit ELG1-dependent DNA repair in human embryonic kidney (HEK293T) cells expressing luciferase-tagged ELG1. HEK293T ELG1-luciferase reporter, luminescence, 16 h; DNA damage induced by 5-fluorouridine. actives 2.3% (n = 330,000). AID 504467, 2011. Potency, µM (top dose mostly 46.1 µM), inactives show at the highest dose activity change, negative = inhibition, hits mostly inhibitors; note: potency is the fitted concentration of half-maximal effect; % is set by controls: 0 for no effect and ±100 for the full control effect; nearly all actives have a fitted effect of over 55% in size
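HEK293T cells expressing luciferase-tagged ELG1 (2,000/well) received 5-Fluorouridine plus compound or DMSO for 16 hr at 37 °C. Luciferase was read by ONE-Glo luminescence after 30 min at room temperature.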
Tb PFK block = qHTS Assay to Find Inhibitors of T. brucei phosphofructokinase; AID 485367, 2010; ATP-dependent 6-phosphofructokinase (Trypanosoma brucei brucei), O15648; Potency, µM (highest dose often 57.5 µM), for inactives: at the top dose activity, negative = inhibition, hits mostly inhibitors; actives 0.17% (n = 330,000); T. brucei PFK, ADP-Glo luminescence;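 note: potency is the fitted concentration of half-maximal effect; 0% = uninhibited 1x PFK enzyme wells and -100% = no-enzyme wells; nearly all actives have a fitted effect of over 60% in size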
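ADP-Glo luminescence quantified ADP after 45 min at room temperature, with 1.25 nM T. brucei PFK, 0.1 mM ATP and 0.5 mM fructose-6-phosphate in pH 8.0 TEA buffer. qHTS titrations up to 57 µM; curves classified by quality.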
USP2a inh = qHTS Assay for Inhibitors of Ubiquitin-specific Protease USP2a Using CHOP2 as the Reporter; Ubiquitin carboxyl-terminal hydrolase 2 (Homo sapiens), O75604; USP2 core, Ub-CHOP2 coupled fluorogenic reporter, 485/531; Potency, µM (highest dose often 38.3 µM), without a hit: at the top dose activity change, negative = inhibition, usual class: inhibitors; actives 0.01% (n = 330,000); AID 463254, 2010;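 note: potency is the fitted concentration of half-maximal effect; plate controls were DMSO wells for no effect and full inhibition by NEM control for full effect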
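Deubiquitinase activity read as fluorescence (485/531 nm) after Ub-CHOP2 cleavage activates the enterokinase reporter on its substrate; USP2 core 10nM, Ub-CHOP2 and substrate 25nM each, 30min compound preincubation then 60min RT; data normalized to NEM, curves fitted.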
TCR act = Activators of T cell receptors: qHTS campaign | Potency, µM (top dose mostly 9.22 µM), for the others: top-dose activation of IL-2 secretion, most hits filed as activators | AID 504894, 2011 | primary human leukocytes, anti-CD3, IL-2 HTRF, 48 h | 330,000 tested, under 10 active; note: % of control where 0% means no effect
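Using a-CD3 beads without co-stimulation, primary human leukocytes were exposed to compounds for 48 hr. An HTRF IL-2 kit measured the cytokine, with europium-to-d2 energy transfer producing emission at 665nm upon 320nm excitation.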
Numbers without * were called inactive; ? = inconclusive; . = no result given; [ ] = another dose, or the depositor's remark. Unless noted, calls come from the whole dose curve; as a rule, active = well fitted curve in the direction sought with a large enough effect; inconclusive = small, poorly fitted or top-dose-only effect, or another doubt; inactive = no such curve, though single readings can be large; an effect the other way counts as inactive or inconclusive.

SMILES | uPA generation | Mito fusion yeast | TSHR antag | B2AR arrestin | TSG101-PTAP inh | Chronic BCR inh | Eya2 phos inh | ELG1 DNA repair | Tb PFK block | USP2a inh | TCR act
O=c1c2cnn(-c3ccccc3Cl)c2ncn1Cc1cccnc1 | . | -0.8% | -5.8 | 0.0% | 0.9% | 0.1% | -16.6% | -9.2% | -7.3% | 4.7% | 2.4%
Cc1ccccc1OCCNc1cc(N2CCNCC2)ccc1[N+](=O)[O-] | . | 1.5% | 0.8 | 0.0% | . | 2.2% | 10.3% | -15.1% | -1.7% | 0.2% | .
Cc1ccc(S(=O)(=O)/N=C(\c2ccccc2)N(C)S(=O)(=O)c2ccc(C)cc2)cc1 | 8.7% | 1.2% | -21.2 | 0.4% | 0.9% | -13.1% | -0.4% | 2.9% | -7.4% | -1.9% | -4.2%
CCOC(=O)c1c(NC(=S)Nc2ccccc2)sc2c1CC(C)(C)SC2 | -2.9% | 7.1% | -4.4 | 0.5% | -1.1% | 26.0% | -15.6% | ? | -2.7% | -0.4% | -19.6%[46.1 µM]
CC(=O)c1sc2nsc(SCCN3CCCCC3)c2c1N | -5.0% | 1.4% | -6.0 | 0.7% | -8.3% | ? | 1.2% | ? | -4.8% | 2.9% | -5.7%
CC(=O)c1ccccc1OCCOc1ncnc2sccc12 | 0.5% | -9.0% | 1.3 | 0.3% | -2.8% | 2.8% | -11.4% | 9.1% | -15.8% | -0.3% | -1.1%
Cc1cc(C)c2nc(SCC#N)cc(C)c2c1 | -20.9% | -2.6% | 1.3 | -1.0% | -5.3% | ? | 10.2%[15.4 µM] | ? | 2.2% | -0.1% | -0.1%
COc1ccc(C)cc1NC(=O)C(OC(=O)c1cc(C)oc1C)c1ccccc1 (configuration not stated) | 6.4% | ? | -5.6 | 0.4% | 0.8% | 15.6% | 5.1% | -19.3% | 0.1% | -0.7% | -7.9%[46.1 µM]
COc1ccccc1CNC(=O)CCCn1nc(C)c2c(C)n(-c3ccc(C)cc3)nc2c1=O | -15.6% | -2.8% | -13.9 | 0.4% | -1.5% | 0.0% | -16.9% | 4.2% | -3.2% | 1.4% | 5.3%
COc1ccc(C(N)=O)cc1N | 2.9% | -7.2% | -3.2 | -0.3% | -17.8% | 0.3% | 10.9% | 21.5% | -10.7% | 2.6% | 0.5%
CN1CCN(C(=O)C2CCN(S(=O)(=O)c3ccc(F)cc3)CC2)CC1 | -2.2% | -3.5% | -3.2 | -0.3% | -1.1% | -13.3% | 3.5% | ? | 0.1% | 0.5% | -6.7%
CC[n+]1c(/C=C(\C)SC)sc2ccccc21 | -14.2% | -1.0% | 49.1 | 7.0% | 0.1% | ? | -3.4% | 6.4% | -2.4% | 2.4% | -6.0%
Cn1c(Cn2c(=O)sc3ccccc32)nnc1SCC(=O)Nc1ccc(F)cc1 | -16.7% | -2.0% | 0.7 | -0.5% | -4.8% | 0.2% | 1.9% | 6.7% | 3.2% | 0.7% | -1.9%[46.1 µM]
O=C(COc1ccc2ccccc2c1)Nc1ccncc1 | -0.1% | 3.8% | -14.5 | -0.4% | -2.4% | ? | 2.8% | 7.5% | -1.1% | 6.5% | -5.3%
Cc1ccc(C(=O)NC2CCc3ccccc3C2=O)cc1 (configuration not stated) | -0.5% | -3.5% | 9.6 | 0.2% | 1.7% | ? | -29.4% | ? | 1.9% | -1.4% | -118.9%
O=C1Nc2c(Br)cc(Br)c3cccc1c23 | -5.2% | -0.2% | 1.0 | 0.0% | -4.1% | 2.8% | -2.5% | ? | 3.9% | 1.9% | -2.3%
COc1ccccc1NC(=O)CSc1nnc2ccccn12 | -0.6% | -5.6% | 10.0 | -3.0% | -8.8% | -16.3% | 19.8% | ? | -1.2% | 1.6% | 1.1%
Cc1cc(C)n(-c2ccc(C(=O)N3CCC(CO)(Cc4ccccc4)CC3)cc2)n1 | 9.4% | 3.7% | -37.5 | 0.2% | 0.2% | -1.5% | 0.2% | ? | 4.8% | 1.8% | 10.3%
COC(=O)c1ccsc1NC(=O)CN1CCN(Cc2ccc3c(c2)OCO3)CC1 | . | -0.8% | -0.1 | -0.4% | -2.2% | -2.4% | -5.9% | 5.17µM* | -3.1% | -0.4% | 13.2%
CC(C)c1ccc(NC2CCCN(C(=O)c3cnsn3)C2)cc1 (configuration not stated) | 3.5% | 3.3% | 4.6 | -0.3% | 0.7% | 0.6% | -8.2% | -7.2% | 1.9% | -6.3% | 3.2%
Cc1cccc(Nc2ccc([N+](=O)[O-])cc2C(=O)O)c1 | 5.6% | 3.2% | -31.0 | -0.3% | -0.1% | -12.7% | 2.7% | 27.1% | -0.6% | 0.0% | -8.0%[46.1 µM]
COc1cccc(C(=O)N2CCN(Cc3cc(Br)ccc3OC)CC2)c1 | -3.4% | 7.1% | 2.8 | 3.3% | -2.8% | ? | -0.9% | -26.0% | -0.5% | -0.5% | -2.0%[46.1 µM]
O=C(N/N=C/c1cccnc1)c1cccc(NC(=O)c2ccccc2Cl)c1 | 4.0% | 1.3% | -4.0 | -0.2% | -3.0% | -15.0% | -3.5% | 8.0% | 2.4% | -0.9% | -2.6%
Cc1ccc(C)c(NC(=O)CSc2nnc(-c3ccco3)o2)c1 | -3.0% | -1.6% | 12.7 | -0.1% | 0.3% | -7.3% | -0.8% | ? | -6.5% | 0.2% | -3.7%
CCC(CC)C(=O)c1c[nH]c(C(=O)NCc2ccco2)c1 | 1.9% | -4.0% | 1.4 | 0.0% | -2.2% | -0.2% | -7.6% | -3.1% | -2.8% | 1.6% | 5.4%
Cc1ccc(C)c(Cn2c(=O)n(CCC(=O)NCc3ccco3)c(=O)c3sccc32)c1 | . | -3.9% | -0.1 | 0.1% | -5.9% | -1.4% | -9.3% | -7.4% | -0.2% | 2.4% | 0.8%
Cc1cccc(NC(=O)CC2S/C(=N/c3nccs3)N(C)C2=O)c1 (configuration not stated) | 7.7% | -0.5% | -7.4 | -0.1% | -7.3% | -1.8% | -23.7% | -9.2% | 5.9% | -2.2% | 0.4%
COCC(=O)N1CCC(Oc2ccc(C(=O)N(C)Cc3nccs3)cc2)CC1 | 1.2% | 0.4% | 6.6 | 0.4% | -0.8% | -3.4% | 0.3% | -5.6% | 1.2% | -1.0% | -5.2%
CC(C(=O)Nc1ccc(Cl)cc1)c1ncc(C(F)(F)F)cc1Cl (configuration not stated) | . | 5.9% | -6.3 | 0.1% | -2.6% | ? | 6.6% | ? | -0.1% | 0.4% | -1.5%
CCN(CC)CCCC(C)NC(=O)c1ccc(C(F)(F)F)cc1 (configuration not stated) | -7.6% | -7.5% | 12.0 | -0.5% | -5.4% | 4.7% | -4.3% | 3.2% | -1.4% | -0.8% | -2.0%
CCCOC(=O)N[C@@H]1C(=O)N2C(C(=O)OCCC)=C(C)CS[C@H]12 | -16.0% | -0.8% | -7.6 | 0.1% | -5.8% | 6.5% | 15.4% | -14.6% | -3.0% | 0.0% | -5.3%
O=C(c1ccc(Cn2cc(Cl)cn2)o1)N1CCN(Cc2ccc3c(c2)OCO3)CC1 | 7.6% | 2.0% | -1.4 | -0.9% | -0.5% | 6.8% | -15.5% | ? | -8.9% | -0.4% | 1.5%
O=C(C[C@H]1C/C=C\C[C@@H](Cc2ccc(F)cc2)C(=O)O[C@H](c2ccccc2)CNC1=O)N[C@@H](CO)Cc1ccccc1 | 6.4% | . | 6.3 | 0.1% | -5.1% | -0.8% | -3.5% | ? | -2.0% | 6.7% | 1.8%
